SSB-PriA inh = blocks PriA binding to SSB C-terminal tail; hit rate 0.6% among 430,000; inhibition, % at 33 µM; AlphaScreen SSBct-PriA binding, biotinylated peptide; in the data active = inhibition mostly above about 37%, no sharp cut-off; inactive = mostly below about 20%;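 note: plate controls were negative control peptide for no effect and reference peptide for full effect; strong numbers were not always called active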
3CLpro inhibitor = SARS-CoV 3CLpro protease inhibition. inhibition, % at 6 µM. hit rate 0.14% among 290,000. recombinant SARS-CoV 3CLpro, quenched FRET peptide cleavage. P0C6X7; in the data active = inhibition above about 12%
BH1578 lux ind = quorum light induction in luxS cqsA deficient V. cholerae; hit rate 0.16% among 350,000; activation, % at 18.7 µM; V. cholerae BH1578 lux reporter, luminescence, 6 h; in the data active = activation mostly above about 9.7%, no sharp cut-off; note: not every result past the cut was called active; inactives centre near 0; reference of the scale not given here
MazEF act = activators of E. coli MazEF toxin-antitoxin RNase. P0AE70. FAM/BHQ RNA-DNA oligo cleavage fluorescence, 5 h. activation, % at 20 µM. hit rate 0.32% among 350,000; in the data active = activation above about 50%
Target sequence (P0AE70 whole entry, looked up): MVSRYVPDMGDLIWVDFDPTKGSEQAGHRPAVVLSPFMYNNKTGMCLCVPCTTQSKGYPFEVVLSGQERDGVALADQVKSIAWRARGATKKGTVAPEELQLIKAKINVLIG
PrPC TRFRET = cell surface PrPC inhibition, primary TR-FRET screen. inhibition, % at 13.8 µM. P04156. TR-FRET read-out. hit rate 0.43% among 370,000; in the data active = inhibition above about 24%; note: 0% = median of the test wells and 100% = reference compound wells
CCHFV vOTU inh = CCHFV vOTU protease inhibition | hit rate 0.55% among 370,000 | Pep-AMC fluorescence | inhibition, % at 11.5 µM; in the data active = inhibition above about 30%; note: 0% = vehicle wells with enzyme and 100% = no enzyme wells
Rv3671c protease = Rv3671c (M. tuberculosis) protease inhibition | hit rate 0.048% among 320,000 | P9WHR9 | inhibition, % at 5.96 µM; in the data active = inhibition above about 38%;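 note: extracellular domain of Rv3671c used as enzyme; 0% = enzyme with DMSO and 100% = no enzyme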
Target sequence (P9WHR9 whole entry, looked up, the tested form may be a part): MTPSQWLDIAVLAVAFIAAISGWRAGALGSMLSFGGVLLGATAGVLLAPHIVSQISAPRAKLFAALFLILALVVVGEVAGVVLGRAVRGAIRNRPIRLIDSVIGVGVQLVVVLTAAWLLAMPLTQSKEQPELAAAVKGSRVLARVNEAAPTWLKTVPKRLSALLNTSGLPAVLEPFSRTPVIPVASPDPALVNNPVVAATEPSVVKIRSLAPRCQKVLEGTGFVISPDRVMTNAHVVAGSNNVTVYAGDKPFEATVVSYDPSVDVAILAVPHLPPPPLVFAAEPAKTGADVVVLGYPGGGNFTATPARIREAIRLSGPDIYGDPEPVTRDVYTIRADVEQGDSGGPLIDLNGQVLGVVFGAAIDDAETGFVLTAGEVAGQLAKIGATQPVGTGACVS
TcdB inh = inhibitors of Clostridioides difficile toxin B glycohydrolase. P18177. hit rate 0.24% among 350,000. inhibition, % at 9.99 µM. TcdB glycohydrolase enzymatic assay, plate reader; in the data active = inhibition above about 10%
VHR inh abs = DUSP3 (human) phosphatase inhibition. recombinant VHR phosphatase, pNPP absorbance. inhibition, % at 13.3 µM. hit rate 0.52% among 290,000. AID 1654; in the data active = inhibition above about 50%; note: some compounds called inactive have numbers as strong as hits
Target sequence (P51452 whole entry, looked up): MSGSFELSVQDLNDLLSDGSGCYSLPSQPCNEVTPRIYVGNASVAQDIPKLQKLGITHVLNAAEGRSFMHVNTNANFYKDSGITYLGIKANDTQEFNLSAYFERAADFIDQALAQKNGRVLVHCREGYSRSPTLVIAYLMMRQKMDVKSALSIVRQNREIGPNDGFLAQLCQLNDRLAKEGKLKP
Yp Topo-I inh = blocks Yersinia pestis topoisomerase I activity | AID 504884 | Y. pestis Topo-I cleavage product accumulation, plate reader | activity, % at 10 µM | hit rate 0.064% among 360,000; in the data active = activity above about 50%, passing the limit was not always enough; note: inactives centre near 2
* = called active by the depositor; i = inactive; x = not tested or not shown; & = joins results of further samples. An excerpt, so the mix of outcomes need not match the whole.

SMILES	SSB-PriA inh	3CLpro inhibitor	BH1578 lux ind	MazEF act	PrPC TRFRET	CCHFV vOTU inh	Rv3671c protease	TcdB inh	VHR inh abs	Yp Topo-I inh
CCCCn1c(N)c(N(CCOC)C(=O)c2ccc(-n3c(C)ccc3C)cc2)c(=O)[nH]c1=O	-12	x	i	-1	6	-5	3	0.8	x	15
CSc1ccccc1NC(=O)COc1ccc(Cl)cc1Cl	-5	0	-0.2	-8	4	3	-17	0.6	5	47
O=C1/C(=C/c2cccnc2)SC(=S)N1Nc1ccccc1	-2	2	i	4	-1	-10	-6	1.0	13	-3
CC(C)(C)SCCNC(=O)COc1ccc(Cl)cc1	-25	-3	-0.6	-7	-3	1	1	1.8	-12	-1
Cn1c(CC(=O)Nc2ccccc2)cc2ccccc21	-9	1	-0.6	-1	7	1	1	0.2	44	-8
O=C(CCc1ccccc1)NC(=S)Nc1ccc(S(=O)(=O)N2CCOCC2)cc1	9	-2	i	3	8	-5	-14	0.7	-11	1
CC1CCN(S(=O)(=O)c2ccc3c(c2)c(=O)c(C(=O)N2CCOCC2)cn3C)CC1	-2	-1	-0.3	-2	5	14	4	1.2	27	1
O=C(O)CCCn1cc(NC(=O)COc2ccccc2)cn1	-27	-2	i	-2	5	7	11	2.6	4	7
O=C(C1Cc2ccccc2CN1S(=O)(=O)c1ccc(F)cc1)N1CCCCC1 (stereo not given)	-15	-2	i	-1	5	-1	3	x	7	4
CCN1CCN(C(=O)Nc2ccccc2OC)CC1	-13	3	i	8	-2	-9	-17	x	4	-1
CCOC(=O)c1sc(C(=O)OCC)c(OCCO)c1OCCO	1	2	-0.3	8	4	-9	-5	x	34	9
COC(=O)c1ccc(NC(=O)CN2C(=O)CC(C)S(=O)(=O)c3ccccc32)cc1 (stereo not given)	14	5	i	4	8	0	2	-0.5	-13	-5
CN(C(=O)c1c[nH]c(=O)cc1C(F)(F)F)c1ccc(Cl)c(Cl)c1	-1	-2	-0.4	16	1	3	-9	0.5	18	1
Cc1ccc(C)c(-c2cc(C(=O)Nc3cccnc3)c3ccccc3n2)c1	-14	3	-0.4	1	-11	2	-4	1.0	32	24
CCOC(=O)COc1ccc2c3c(c(=O)oc2c1)CCCC3	-17	1	i	1	15	5	-3	-5.6	-8	-2
COc1cc(OC)c(NC(=O)Cc2ccc(OC)c(S(=O)(=O)N3CCOCC3)c2)cc1Cl	-2	-6	i	-1	-5	-2	-12	2.9	1	-9
CCCN(CCC)C(=O)C1CCN(c2cc(C)nc3c(-c4ccc(OC)c(OC)c4)c(C)nn23)CC1	2	-4	-0.3	3	2	0	-8	6.4	3	20
Cc1ccc(C(=O)N/C(=C\c2ccc(Cl)cc2)C(=O)NCCCN2CCOCC2)cc1	-11	0	-0.4	10	-10	-1	-13	-0.4	5	0
C=CCOc1ccc(CNc2nn[nH]n2)cc1OC	-10	-1	i	1	-7	1	-7	x	31	-10
Cc1ccc(-c2ccc(=O)n(CC(=O)NCCC(C)C)n2)cc1	-7	2	-1.0	-3	-6	-6	-1	0.8	22	2
COc1cccc(-c2c(C(=O)N/N=C/c3ccsc3)nnn2-c2nonc2N)c1	x	7	-6.7	-5	-5	15	6	-0.4	9	3
CCOC(=O)C1=NN(c2ccc(Cl)cc2)C(c2ccccc2)CC1=O (stereo not given)	24	3	i	1	-1	5	5	x	9	16
COc1ccc(C(CC(=O)N2CCOCC2)c2c(OC)cc(OC)c3ccc(=O)oc23)cc1 (stereo not given)	6	x	i	6	1	-16	-8	2.1	19	-2
O=C(COc1coc(CN2CCN(c3ccccc3)CC2)cc1=O)Nc1ccc(F)cc1	46*	x	-1.4	-16	5	0	-5	0.9	x	-9
O=C(NCCc1ccc(Cl)cc1)C1CCC(=O)N1Cc1ccccc1Cl (stereo not given)	-11	10	i	0	-1	-15	-7	x	37	18

Complete entries as entered above. Values in the order: SSB-PriA inh, 3CLpro inhibitor, BH1578 lux ind, MazEF act, PrPC TRFRET, CCHFV vOTU inh, Rv3671c protease, TcdB inh, VHR inh abs, Yp Topo-I inh
`CCOC(=O)C1=NN(c2ccc(Cl)cc2)C(c2ccccc2)CC1=O` (stereo not given) across the screens: 24, 3, i, 1, -1, 5, 5, x, 9, 16
`CN(C(=O)c1c[nH]c(=O)cc1C(F)(F)F)c1ccc(Cl)c(Cl)c1` across the screens: -1, -2, -0.4, 16, 1, 3, -9, 0.5, 18, 1

(list continues)
SMILES	SSB-PriA inh	3CLpro inhibitor	BH1578 lux ind	MazEF act	PrPC TRFRET	CCHFV vOTU inh	Rv3671c protease	TcdB inh	VHR inh abs	Yp Topo-I inh
O=C(NC1CC1)c1ccccc1	x	x	i	7	-12	-11	x	-0.4	x	4
O=C(/C=C/Nc1ccc(F)cc1)c1ccc(Br)cc1	-2	-1	i	-1	0	-2	-6	1.1	-2	-1
CNC(=S)NCc1ccc2[nH]c(C)cc2c1	33	3	-0.2	-1	-5	-13	0	-0.2	0	0
NS(=O)(=O)c1cc2c(cc1Cl)NC(C1C[C@H]3C=C[C@@H]1C3)NS2(=O)=O (stereo not given in full)	-3	2	i	13	-3	1	3	0.8	5	-9
COc1nc(C)nc2c1ccc1ccccc12	-7	1	5.2	0	-3	7	-5	x	45	-2
O=C(Nc1cc(-c2ccccc2)nn1-c1ccccc1)c1ccccc1F	-6	x	1.5	6	-14	0	-9	0.8	x	6
O=C(N/N=C/c1ccc(-c2cccc([N+](=O)[O-])c2)o1)c1ccccc1O	x	-2	-1.1	4	-4	-4	20	-0.7	28	-6
CCOc1ccc(OCCC(=O)N(CC)CC(=O)Nc2ccccc2C(F)(F)F)cc1	-2	x	-0.8	1	-4	3	0	0.5	x	-6
CCOC(=O)c1c(NC(=O)CC)sc(C(C)=O)c1C	-1	-1	i	-5	-2	6	-4	x	21	-11
Cc1ccc(C)n1NC(=O)c1ccc(Cl)cc1	2	4	i	1	-1	0	4	x	2	0
CCOC(=O)c1ccc(N2C(=O)C(O)=C(C(C)=O)C2c2ccc([N+](=O)[O-])cc2)cc1 (stereo not given)	10	8	i	5	-10	9	8	0.8	25	-1
Cc1cccc(C)c1OCC(=O)N(Cc1ccc(N(C)C)cc1)C1CCS(=O)(=O)C1 (stereo not given)	12	2	i	-3	-4	5	6	-1.0	12	7
CCN(CC(=O)Nc1c(F)cccc1F)C(=O)c1ccc2c(c1)OCCO2	-10	x	i	4	-2	-9	-10	0.7	x	-6
CSc1cc(C)[nH]c(=O)n1	-4	4	-0.2	5	-2	-4	-11	-0.6	-13	0
COc1ccc(/C=C2\SC(=S)N(CC(=O)OCC(=O)Nc3cc(Cl)cc(Cl)c3)C2=O)cc1	0	8	-3.7	-21	-2	2	-2	0.1	6	10
O=C(O)C1CC(=O)N(c2ccc(OCc3ccc(Cl)cc3Cl)cc2)C1 (stereo not given)	2	12	-2.2	-2	8	5	-1	-1.8	-2	0
CCCCNC(=O)c1onc(CSc2ccc(C(C)C)cc2)c1C(=O)O	-42	4	-0.5	4	5	15	4	0.0	21	11
COc1cc(C)ccc1OCC(=O)OCC(=O)c1[nH]c(C)c(C(C)=O)c1C	7	x	i	4	8	-5	3	1.3	x	13
CC(C)OC(=O)C(C)Nc1ccc(F)c(Cl)c1 (stereo not given)	-9	-1	-0.7	8	5	9	15	1.7	0	2
CC(C)n1cc([C@@H]2C[C@H]3CN(Cc4cccc(Cl)c4)C(=O)[C@]34CCCN24)cn1	-9	8	i	-7	-7	10	9	1.4	13	10
Cc1nc(SCc2nc3ccccc3[nH]2)c2oc3ccccc3c2n1	10&-10	3	i	-6	-5	-1	-12	x	11	24
CCc1cc2c(C)ccc(C)c2nc1SCC(=O)Nc1c(C)[nH]c(=O)[nH]c1=O	-6	0	-0.3	-30	19	17	-4	-5.7	8	-7
COCCCn1c(=O)c2ccccc2n(CC(=O)NC2CCCC2)c1=O	-2	-5	-0.1	5	9	8	3	-0.2	4	-3
COc1ccc(Cl)c(Cn2c(NCc3ccccn3)nc3c2c(=O)n(C)c(=O)n3C)c1	-7	-2	10	3	5	13	7	x	-9	-1
C=CCn1c(SCC(=O)c2ccc(CNC(C)=O)o2)nc2ccccc2c1=O	-12	-1	i	0	7	5	8	x	19	11

Additional compounds follow:
SMILES	SSB-PriA inh	3CLpro inhibitor	BH1578 lux ind	MazEF act	PrPC TRFRET	CCHFV vOTU inh	Rv3671c protease	TcdB inh	VHR inh abs	Yp Topo-I inh
COc1ccc(CN(C)C(=O)COc2cccc(-n3cnnn3)c2)cc1OC	15	x	i	5	3	7	6	-2.7	x	1
Cc1onc(-c2ccc(Cl)cc2)c1-c1ccnc(SCC(=O)Nc2cc(Cl)cc(Cl)c2)n1	-6	0	i	-3	-3	-3	-104	0.9	30	6
Nc1c(-c2n[nH]c(=S)n2-c2ccc(Cl)cc2Cl)cnn1-c1ccccc1	2	2	i	2	4	4	-4	1.1	18	-3
Cc1ccc(C(=O)COC(=O)CNC(=O)CN2C(=O)c3ccccc3C2=O)cc1	-4	3	-0.4	1	-7	-5	10	x	-5	6
Cc1cccc(C(=O)OC2CCCN(C)C2)c1C (stereo not given)	8	-3	-8.3	0	3	-4	-15	0.9	x	-4
Cn1cnnc1SCc1ccc(C(=O)NN)cc1	-4	-3	-0.3	7	-16	-2	0	-8.9	38	9
O=C(COc1cccc(NC(=O)c2ccco2)c1)c1ccc(F)cc1	3	3	i	-3	10	1	5	x	8	6
COCCCNc1oc(-c2ccccc2OC)nc1C#N	-7	2	i	-3	-5	-111	3	x	38	-6
COC(=O)c1cc(C(=O)OCC(=O)N2c3ccccc3NC(=O)C2(C)C)cc([N+](=O)[O-])c1	10	-2	i	11	x	x	-1	x	16	18
COc1ccc(CCN2C(=O)CC(C(N)=O)SC2=Nc2ccccc2)cc1 (stereo not given)	19	1	-0.2	-34	-1	-12	6	2.2	13	-1
O=C(NNC(=S)NC(=O)c1ccc(F)cc1)c1ccncc1	-4	x	-1.9	-1	3	-13	7	2.6	x	0
COc1ccccc1NC(=O)c1ccc(N2CC3CC(C2)c2cccc(=O)n2C3)c(NC(=O)c2cccnc2)c1 (stereo not given)	-6	-4	i	3	4	11	3	2.1	2	1
COCCn1c(SCC(=O)NCc2ccco2)nnc1C(C)C	9	0	x	5	-2	-3	6	x	-5	0
COc1ccc(-c2cc(C(=O)NCC3CCCO3)c3ccccc3n2)c(OC)c1 (stereo not given)	0	-4	-0.3	-1	10	3	-10	0.6	20	-2
COc1ccc2[nH]c3c(c2c1)CCN1C(=O)C(CC(=O)NCc2ccc(OC)c(OC)c2)C[C@H](C(=O)N2CCOCC2)[C@@]31CCC1CCCC1 (stereo not given in full)	8	x	-2.0	3	-2	1	x	1.4	x	5
O=C1C=CC2C3C(=O)N(c4ccccc4)C(=O)C3C1N2Cc1ccccc1 (stereo not given)	-20	x	-1.1	6	49*	29	x	4.2	x	3
NC1(C(=O)O)CC1	-4	x	i	0	1	15	0	-0.9	x	-6
NNC(=O)c1cnn(-c2ccccc2)c1-n1cccc1	-22	-2	1.3	4	9	-16	0	-2.7	3	-3
COc1ccc(CCNC(=O)C2CC(c3cccc(F)c3)=NO2)cc1 (stereo not given)	-2	x	-8.3	-1	-8	1	2	2.6	11	3
COC(=O)c1sccc1NC(=O)CSc1ccccc1NS(=O)(=O)c1ccccc1Cl	-6	1	i	3	2	1	-12	x	2	12
Cc1nnsc1S(=O)c1ccc(Cl)c(Cl)c1 (stereo not given)	3	-3	i	-6	-4	4	7	0.2	34	-2
CCN(CC)C(=O)COc1ccc(S(=O)(=O)N2CCOCC2)cc1	-15	-1	-0.4	9	-8	-24	-9	x	4	4

Of the compounds above, these contain a nitro group on carbon:
SMILES	SSB-PriA inh	3CLpro inhibitor	BH1578 lux ind	MazEF act	PrPC TRFRET	CCHFV vOTU inh	Rv3671c protease	TcdB inh	VHR inh abs	Yp Topo-I inh
O=C(N/N=C/c1ccc(-c2cccc([N+](=O)[O-])c2)o1)c1ccccc1O	x	-2	-1.1	4	-4	-4	20	-0.7	28	-6
CCOC(=O)c1ccc(N2C(=O)C(O)=C(C(C)=O)C2c2ccc([N+](=O)[O-])cc2)cc1 (stereo not given)	10	8	i	5	-10	9	8	0.8	25	-1
COC(=O)c1cc(C(=O)OCC(=O)N2c3ccccc3NC(=O)C2(C)C)cc([N+](=O)[O-])c1	10	-2	i	11	x	x	-1	x	16	18
